ZTA DNA inh: counter-screen for EBNA-1 inhibitors: inhibitors of Epstein-Barr virus ZTA; P03206; ZTA-DNA binding, fluorescence polarization; inhibition, % at 11 µM; 320,000 compounds, 0.15% hits; AID 2234; in the data active means inhibition above about 33%
core dimer inh: HCV core protein dimerization inhibition; 300,000 compounds, 0.33% hits; inhibition, % at 5 µM; TR-FRET GST/Flag-core106 dimerization, 1536-well;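 active means inhibition above the mean of all tested compounds plus 3 SD, set per screening campaign, cut at about 45% in these data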
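Assay system – GST-tagged and Flag-tagged HCV core protein residues 1-106 · Quantity – core106 proteins, GST 13.5 nM and Flag 17 nM · Benchmarks – unlabelled core106 and no-GST-core106 wells · Read-out basis – percent inhibition of core106 dimerization signal · Detection – time-resolved FRET, ex 340 nm, em 617 and 671 nm · Schedule – 4 h at 22.5 °C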
CTSL1 counter: cathepsin L1 inhibition, PFM18AAP counter-screen; 300,000 compounds, 0.49% hits; inhibition, % at 5.96 µM; recombinant F. hepatica cathepsin L1, Z-Leu-Arg-MCA fluorescence; AID 1906;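 active means inhibition above the mean of all tested compounds plus 3 SD, set per screening campaign, cut at about 17% in these data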;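 further: 0% = plate median of test compound wells and 100% = 1 µM Z-Phe-Ala-diazomethylketone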
TPT1 inh: blocks Candida albicans tRNA 2'-phosphotransferase; AID 1962; inhibition, % at 5 µM; 300,000 compounds, 0.81% hits; recombinant caTPT1, FP RNA substrate dephosphorylation;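 active means inhibition above the mean of all tested compounds plus 3 SD, set per screening campaign, cut at about 24% in these data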;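 further: plate controls were DMSO alone for no effect and ferristatin control at 100 nM for full effect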
PP5 primary: inhibitors of human protein phosphatase 5 (PP5) | purified PP5c, OMFP substrate fluorescence | 320,000 compounds, 0.18% hits | inhibition, % at 6.7 µM | P53041;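 active means inhibition above the campaign's mean inhibition across all tested compounds plus 3 SD, cut at about 9.5% in these data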;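 further: 0% = DMSO only and 100% = 100 µM cantharidin control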
PREPL inh: inhibitors of human prolyl oligopeptidase-like enzyme PREPL. 320,000 compounds, 0.68% hits. inhibition, % at 5.96 µM. recombinant PREPL, fluorescence polarization activity-based probe; in the data active means inhibition above about 43%;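 further: 0% = enzyme with DMSO and 100% = wells lacking enzyme; many of its hits are not listed in these tables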
Target sequence (Q4J6C6 whole entry, looked up): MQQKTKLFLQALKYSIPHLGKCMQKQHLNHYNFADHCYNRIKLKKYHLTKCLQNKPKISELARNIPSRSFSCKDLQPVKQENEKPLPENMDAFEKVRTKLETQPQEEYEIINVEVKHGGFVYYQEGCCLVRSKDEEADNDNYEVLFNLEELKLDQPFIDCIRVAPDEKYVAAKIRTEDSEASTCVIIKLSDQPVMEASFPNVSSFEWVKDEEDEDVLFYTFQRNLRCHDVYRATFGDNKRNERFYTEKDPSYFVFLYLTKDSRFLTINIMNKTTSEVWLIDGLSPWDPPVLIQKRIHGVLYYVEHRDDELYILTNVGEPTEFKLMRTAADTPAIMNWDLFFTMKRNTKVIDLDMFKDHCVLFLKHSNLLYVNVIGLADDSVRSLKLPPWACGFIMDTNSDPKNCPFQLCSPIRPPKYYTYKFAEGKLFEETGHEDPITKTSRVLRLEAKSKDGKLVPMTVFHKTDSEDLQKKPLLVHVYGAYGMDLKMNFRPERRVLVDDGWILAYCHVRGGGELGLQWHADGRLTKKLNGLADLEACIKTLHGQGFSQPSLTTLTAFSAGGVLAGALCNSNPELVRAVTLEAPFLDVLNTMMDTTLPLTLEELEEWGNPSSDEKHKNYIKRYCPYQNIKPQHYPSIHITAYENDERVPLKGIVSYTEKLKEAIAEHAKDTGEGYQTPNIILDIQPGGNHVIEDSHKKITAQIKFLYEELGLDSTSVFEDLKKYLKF
Efflux pump inh: inhibitors of Candida antifungal efflux pumps expressed in yeast; S. cerevisiae Candida pump triplex, Nile Red efflux; inhibition, % at 10 µM; 330,000 compounds, 0.44% hits;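 active means plate passing quality check with inhibition over a set limit, or well fluorescence over plate mean plus 4 SD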;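 further: Nile Red retained in pooled yeast measured as flow cytometry median fluorescence; 0% = buffer negative control and 100% = Enniatin B positive control; higher means more Nile Red kept so more efflux inhibition; some compounds called inactive have numbers as strong as hits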
EBNA-1 inhibitor: blocks EBNA-1 binding to DNA; EBNA-1 DNA binding, fluorescence polarization; inhibition, % at 14.8 µM; 300,000 compounds, 0.34% hits; AID 1950; in the data active means inhibition above about 28%
PP1 inh: counter-screen for PP5 inhibitors: inhibitors of human PP1-alpha; P62136; purified PP1alpha, OMFP fluorescence; inhibition, % at 6.7 µM; 320,000 compounds, 0.9% hits; AID 2235;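 active means inhibition above the mean inhibition of all tested compounds plus 3 SD, computed separately for each screening campaign, cut at about 15% in these data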
Target sequence (P62136 whole entry, looked up): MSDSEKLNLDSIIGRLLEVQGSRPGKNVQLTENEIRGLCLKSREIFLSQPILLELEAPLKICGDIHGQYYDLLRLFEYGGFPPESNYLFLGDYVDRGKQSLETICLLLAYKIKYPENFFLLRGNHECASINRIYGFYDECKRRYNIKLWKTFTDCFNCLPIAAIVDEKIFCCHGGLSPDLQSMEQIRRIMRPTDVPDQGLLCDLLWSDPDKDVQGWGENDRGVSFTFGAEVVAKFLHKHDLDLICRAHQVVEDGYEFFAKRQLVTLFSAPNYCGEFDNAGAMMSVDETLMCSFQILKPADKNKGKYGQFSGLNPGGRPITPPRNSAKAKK
An asterisk follows results filed as active; x = no result given.

A first look (13 entries):
canonical_smiles | ZTA DNA inh | core dimer inh | CTSL1 counter | TPT1 inh | PP5 primary | PREPL inh | Efflux pump inh | EBNA-1 inhibitor | PP1 inh
Nc1c(N2CCN(c3ccccc3)CC2)c2ccccc2oc1=O | -19 | 2 | 5 | 1 | 0.8 | 51* | 0.0 | -7 | 2
COC(=O)c1ccccc1C(=O)c1cccc2ccccc12 | -5 | 2 | -1 | 1 | 3.7 | -14 | -0.1 | -3 | 0
COCCSc1ccccc1C(=O)Nc1ccc(Br)cc1 | -18 | -5 | -1 | -3 | 0.1 | 12 | -0.2 | 4 | 2
CN(C)S(=O)(=O)c1ccc(C(=O)NNC(=O)C2COc3ccccc3O2)cc1 (centres undefined) | 8 | -5 | -8 | 0 | 2.4 | -4 | 0.2 | -2 | 0
O=C(Nc1ccccc1C(F)(F)F)N1CCN(c2ccccn2)CC1 | -9 | 0 | -3 | -1 | -1.4 | 0 | 0.0 | -10 | -6
COC(CNC(=O)CN1CCN(Cc2ccccc2F)C1=O)OC | -2 | -7 | 1 | -2 | -0.4 | 10 | 3.2 | -18 | 0
Cc1ccc(SC/C(O)=C(\C#N)c2nc3ccccc3n2C)cc1 | 2 | 6 | 2 | -6 | -2.1 | 15 | 0.0 | 10 | -2
O=C(NCCc1ccccc1)c1ccccc1F | 1 | 4 | -1 | 2 | 1.9 | -8 | 0.3 | -2 | -5
O=C(CCCC1=NS(=O)(=O)c2ccccc2N1)N1CCN(c2ccccc2)CC1 | 2 | -1 | -3 | -1 | -0.9 | 3 | 0.3 | 10 | 0
CON(c1nc(Cl)nc(N(C)C)n1)S(=O)(=O)c1ccccc1Cl | 10 | 1 | -1 | -4 | 2.5 | 1 | 0.0 | 6 | -2
CCCn1c(SCC(=O)c2cc(C)n(C3CC3)c2C)n[nH]c1=O | 12 | x | x | x | 3.4 | 8 | 0.0 | x | -5
C/C(Cc1ccccc1)=N\NC(=O)c1cc(C(C)(C)C)[nH]n1 | 6 | -3 | 9 | 0 | -1.4 | 14 | 0.0 | -11 | -2
Cc1cc(C(F)(F)F)nn1CC(=O)NNC(=S)Nc1cccc(Cl)c1 | -5 | 1 | -3 | -3 | 2.2 | 14 | -0.2 | -2 | -7

Main list, repeating the preview:
canonical_smiles | ZTA DNA inh | core dimer inh | CTSL1 counter | TPT1 inh | PP5 primary | PREPL inh | Efflux pump inh | EBNA-1 inhibitor | PP1 inh
Nc1c(N2CCN(c3ccccc3)CC2)c2ccccc2oc1=O | -19 | 2 | 5 | 1 | 0.8 | 51* | 0.0 | -7 | 2
COC(=O)c1ccccc1C(=O)c1cccc2ccccc12 | -5 | 2 | -1 | 1 | 3.7 | -14 | -0.1 | -3 | 0
COCCSc1ccccc1C(=O)Nc1ccc(Br)cc1 | -18 | -5 | -1 | -3 | 0.1 | 12 | -0.2 | 4 | 2
CN(C)S(=O)(=O)c1ccc(C(=O)NNC(=O)C2COc3ccccc3O2)cc1 (centres undefined) | 8 | -5 | -8 | 0 | 2.4 | -4 | 0.2 | -2 | 0
O=C(Nc1ccccc1C(F)(F)F)N1CCN(c2ccccn2)CC1 | -9 | 0 | -3 | -1 | -1.4 | 0 | 0.0 | -10 | -6
COC(CNC(=O)CN1CCN(Cc2ccccc2F)C1=O)OC | -2 | -7 | 1 | -2 | -0.4 | 10 | 3.2 | -18 | 0
Cc1ccc(SC/C(O)=C(\C#N)c2nc3ccccc3n2C)cc1 | 2 | 6 | 2 | -6 | -2.1 | 15 | 0.0 | 10 | -2
O=C(NCCc1ccccc1)c1ccccc1F | 1 | 4 | -1 | 2 | 1.9 | -8 | 0.3 | -2 | -5
O=C(CCCC1=NS(=O)(=O)c2ccccc2N1)N1CCN(c2ccccc2)CC1 | 2 | -1 | -3 | -1 | -0.9 | 3 | 0.3 | 10 | 0
CON(c1nc(Cl)nc(N(C)C)n1)S(=O)(=O)c1ccccc1Cl | 10 | 1 | -1 | -4 | 2.5 | 1 | 0.0 | 6 | -2
CCCn1c(SCC(=O)c2cc(C)n(C3CC3)c2C)n[nH]c1=O | 12 | x | x | x | 3.4 | 8 | 0.0 | x | -5
C/C(Cc1ccccc1)=N\NC(=O)c1cc(C(C)(C)C)[nH]n1 | 6 | -3 | 9 | 0 | -1.4 | 14 | 0.0 | -11 | -2
Cc1cc(C(F)(F)F)nn1CC(=O)NNC(=S)Nc1cccc(Cl)c1 | -5 | 1 | -3 | -3 | 2.2 | 14 | -0.2 | -2 | -7
Cc1cc(O)ccc1N1C(=O)c2cccc3cc([N+](=O)[O-])cc(c23)C1=O | 16 | 10 | 1 | -6 | 0.9 | 5 | 0.0 | 5 | 1
CCc1cc[n+](-c2nc3ccccc3nc2C(=C=[N-])C#N)cc1 | -2 | -5 | 2 | -5 | 1.2 | 22 | -0.1 | -2 | 2
CC(Oc1ccccc1)C(=O)Nc1cccc(F)c1 (centres undefined) | 0 | 1 | -1 | 2 | 2.2 | 5 | 0.1 | 2 | 3
Cc1ccc(-c2nc(=S)c3c(n2CCN2CCOCC2)CC(C)(C)OC3)cc1 | 6 | 4 | 6 | 5 | 0.0 | 7 | 0.1 | 11 | 1
C[C@H](NC(=O)C1CCN(S(=O)(=O)c2ccccc2)CC1)C(=O)NCc1ccc(Cl)c(Cl)c1 | -8 | -12 | 2 | -1 | 1.7 | 17 | -0.1 | 0 | 1
COc1cccc(C(=O)NNS(=O)(=O)c2ccc(F)cc2)c1 | -12 | 4 | -5 | 0 | 0.9 | -1 | 0.0 | -7 | 2
CC(=O)c1ccc(NC(=O)CCCN2C(=O)COc3ccc(C)cc32)cc1 | -9 | 7 | -3 | 2 | -0.1 | 4 | -0.1 | -5 | -4
C/C(CC(=O)NCCc1ccccc1)=N\NC(=O)COc1ccc(Br)cc1 | 7 | -2 | -5 | 3 | 4.0 | -16 | 0.1 | -7 | 1
O=C(Nc1ccccc1)Nc1nncs1 | 6 | -4 | -6 | 0 | 1.4 | 7 | 0.0 | -4 | -3
CC(C)n1nc(C(=O)OCC(=O)N(C)C2CCS(=O)(=O)C2)c2ccccc2c1=O (centres undefined) | 7 | 3 | -6 | 0 | -1.3 | 6 | 0.1 | 12 | -2
CC1=NN(C(=O)c2ccc(Cn3ccc([N+](=O)[O-])n3)cc2)C(O)(C(F)(F)F)C1 (centres undefined) | 20 | 6 | -1 | -5 | -0.5 | -3 | -0.1 | 4 | -1
O=C(COC(=O)Cc1ccccc1F)Nc1ccc2[nH]c(=O)[nH]c2c1 | 4 | -4 | 1 | -4 | -0.8 | 18 | -0.2 | 7 | -2

A stretch taken from the entries so far, as a working copy:
canonical_smiles | ZTA DNA inh | core dimer inh | CTSL1 counter | TPT1 inh | PP5 primary | PREPL inh | Efflux pump inh | EBNA-1 inhibitor | PP1 inh
CC1=NN(C(=O)c2ccc(Cn3ccc([N+](=O)[O-])n3)cc2)C(O)(C(F)(F)F)C1 (centres undefined) | 20 | 6 | -1 | -5 | -0.5 | -3 | -0.1 | 4 | -1
O=C(COC(=O)Cc1ccccc1F)Nc1ccc2[nH]c(=O)[nH]c2c1 | 4 | -4 | 1 | -4 | -0.8 | 18 | -0.2 | 7 | -2

Going on with the list.
canonical_smiles | ZTA DNA inh | core dimer inh | CTSL1 counter | TPT1 inh | PP5 primary | PREPL inh | Efflux pump inh | EBNA-1 inhibitor | PP1 inh
CCN(C(=O)CSc1ncnc2sc(C)c(C)c12)C1CCS(=O)(=O)C1 (centres undefined) | 2 | 0 | -4 | 5 | 0.0 | 23 | 0.1 | -2 | -2
Cn1c(CCNC(=O)c2ccccc2)nc2cc(NC(=O)c3ccco3)ccc21 | 4 | -3 | 0 | 1 | 1.8 | 14 | -0.1 | 7 | 1
NS(=O)(=O)c1cccc(NC(=O)COC(=O)C2CCCCC2)c1 | -10 | -5 | 11 | -5 | 1.0 | -3 | -0.3 | -10 | -3
Cc1nnc(SCCOc2ccccc2)s1 | -32 | -7 | 11 | 2 | 0.2 | -3 | 0.0 | -13 | -9
COc1ccc(-n2c(C)cc(C(=O)CN3CCC(C)CC3)c2C)cc1 | 4 | -2 | 1 | 0 | -1.0 | -4 | 0.3 | -8 | -2
COc1ccc(N2CCN(S(=O)(=O)c3c(C(=O)N4CCOCC4)c(C)n(C)c3C)CC2)cc1 | -9 | -3 | 4 | 0 | -2.6 | 12 | 0.1 | 0 | -3
Cc1ccc2nc(-c3ccc4c(c3)OCCO4)cn2c1 | 12 | 1 | 1 | 0 | 1.3 | -8 | -0.1 | -1 | -1
N=c1n(CC(=O)c2ccc([N+](=O)[O-])cc2)c2ccccc2n1Cc1ccccc1 | 12 | 6 | -2 | 9 | 2.1 | 5 | -0.1 | -4 | -1
CCC(=O)N1CCCN(S(=O)(=O)c2ccc(C)cc2)C1c1ccc(OC)cc1 (centres undefined) | -11 | -9 | -4 | -5 | 1.5 | -15 | 0.0 | 3 | 2
Cc1nn(Cc2ccccc2)c2sc(C(=O)NCc3cccnc3)cc12 | 7 | -6 | 2 | 2 | 2.5 | -7 | -0.1 | -6 | -2
NC1=NCc2ccccc21 | -11 | -3 | -2 | -2 | 2.3 | -1 | 0.0 | -5 | 1
COc1ccc(/C=C/C(O)=C2/C(=O)N(C)C3(C)CC2c2ccccc2O3)cc1 (centres undefined) | -9 | 7 | 0 | 1 | 1.9 | 2 | 0.0 | 4 | 1
CC1CN(C(=O)CCC(=O)NC2CCN(Cc3ccccc3)CC2)c2ccccc2O1 (centres undefined) | 7 | -22 | 1 | 1 | 2.9 | -6 | 0.2 | -4 | -4
NC1=NC(=O)C(CC(=O)c2ccc(Cl)cc2)S1 (centres undefined) | -7 | -12 | 2 | -2 | 2.0 | 18 | -0.3 | 10 | 0
CCOC(=O)c1c(C)nc(C(Cl)(Cl)Cl)nc1N | 2 | -1 | -1 | 2 | -0.1 | -1 | 0.0 | 5 | -4
O=C(/C=C/c1ccco1)Nc1cc(Cl)ccc1C(=O)O | 10 | 3 | 3 | 0 | 1.0 | -1 | 3.9 | 3 | -6
COc1ccc(N2CCCn3c2nc2c3c(=O)n(Cc3ccccc3)c(=O)n2C)c(OC)c1 | 1 | 3 | -1 | 1 | -1.7 | 28 | 0.0 | 0 | -3
C=C1/C(=C\C=C2/CCC[C@]3(C)[C@@H]([C@H](C)/C=C/[C@@H](O)C4CC4)CC[C@@H]23)C[C@@H](O)C[C@@H]1O | 2 | 20 | 3 | 2 | 0.8 | 11 | 0.3 | 13 | 1
O=C(NCCN1CCOCC1)NC1(C(F)(F)F)Oc2ccc(Cl)cc2O1 (centres undefined) | -1 | -3 | -5 | 9 | 1.0 | 1 | -0.1 | -5 | 6
Cn1c(-c2ccc(=O)[nH]c2)nc2ccccc21 | -31 | -2 | 4 | 1 | 0.5 | 7 | 0.1 | -4 | 6
CCOc1ccc(C(=O)NC2CCN(C(=S)Nc3ccccc3C)CC2)cc1 | 9 | 3 | -2 | 0 | 1.9 | 0 | 0.1 | 4 | -1
Cc1ccc(-c2ccc(SCC(=O)NC3CCCC3)nn2)cc1 | -4 | 0 | -1 | 0 | 4.9 | 22 | 0.0 | -5 | 2
CC(C)CC1NC(=O)N(CCCCN2C(=O)c3ccccc3C2=O)C1=O (centres undefined) | 6 | 8 | 0 | 0 | 1.4 | -5 | 0.1 | -4 | 3
CN(C(=O)c1ccncc1)c1nnc(-c2cccnc2)s1 | -1 | -1 | 11 | -2 | -3.4 | 2 | -0.1 | -1 | -3

These rows are one share of the data, so the mix of outcomes need not match the whole.
